From PubChem
TAAR1 antagonist: human TAAR1 antagonists, primary screen, Fluo-8 calcium fluorescence, CHO RD-HGA16 cells. antagonist. inhibition, % at 3 µM. 1.5% of 360,000 active. AID 624466, 2012;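 active = inhibition above a per-plate cutoff, the mean inhibition of test compounds on that plate plus 3 SD, cut at about 49% in these data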;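 also: 0% = DMSO plus EC80 beta-PEA response and 100% = DMSO alone without agonist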
Target sequence (Q96RJ0 whole entry, looked up): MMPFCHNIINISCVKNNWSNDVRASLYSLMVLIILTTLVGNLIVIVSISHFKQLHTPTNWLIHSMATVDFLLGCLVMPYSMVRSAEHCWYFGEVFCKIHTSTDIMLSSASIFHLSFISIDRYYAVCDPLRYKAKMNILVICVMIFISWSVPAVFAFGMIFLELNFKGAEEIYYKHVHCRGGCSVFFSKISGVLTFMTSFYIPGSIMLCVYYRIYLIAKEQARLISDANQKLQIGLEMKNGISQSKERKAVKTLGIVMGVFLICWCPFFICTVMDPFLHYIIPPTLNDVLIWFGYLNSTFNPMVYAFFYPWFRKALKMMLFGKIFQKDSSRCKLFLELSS
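System: CHO RD-HGA16 cells bearing hTAAR1. Reagent: EC80 β-phenethylamine stimulus. Schedule: seeding 17-24 h prior, 75-min 37 °C, 30-min RT dye loading. Signal: Fluo-8 intracellular calcium dye fluorescence, real-time kinetic reads. Read-out: % inhibition from peak post-agonist over basal fluorescence ratio. Benchmarks: vehicle wells and EC80 agonist wells. Replicates: n of 1.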
OXTR potentiate: human OXTR potentiators, primary screen, fluorescence, CHO-OTR cells, Fluo-8 calcium; Oxytocin receptor (Homo sapiens), P30559; Fluo-8 calcium fluorescence, potentiator mode; 0% = oxytocin EC15, 100% = EC100; activation, % at 3 µM; 0.061% of 320,000 active;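 active = activation above that plate's cutoff, the mean activation of tested compounds plus 3 SD, cut at about 6.6% in these data, passing the limit was not always enough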;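 also: 100% uses oxytocin at 75 nM as the full agonist control; some results filed as inactive read as strong as hits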
Target sequence (P30559 whole entry, looked up): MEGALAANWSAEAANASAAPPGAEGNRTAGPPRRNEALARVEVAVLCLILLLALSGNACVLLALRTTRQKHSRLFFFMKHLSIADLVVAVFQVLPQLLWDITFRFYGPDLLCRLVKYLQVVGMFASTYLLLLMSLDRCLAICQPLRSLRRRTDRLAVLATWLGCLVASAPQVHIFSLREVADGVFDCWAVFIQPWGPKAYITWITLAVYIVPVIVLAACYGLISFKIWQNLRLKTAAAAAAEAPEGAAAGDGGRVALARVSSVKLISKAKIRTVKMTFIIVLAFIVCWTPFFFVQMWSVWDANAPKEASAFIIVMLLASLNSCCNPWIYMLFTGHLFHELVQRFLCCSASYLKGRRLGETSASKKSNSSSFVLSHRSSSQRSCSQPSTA
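assay system = CHO-OTR cells, human receptor | schedule = compound 6 min at room temperature before oxytocin, 100 s read | detection = Fluo-8 intracellular calcium fluorescence, ex 470-495, em 515-575 nm | evaluation = normalized max/min fluorescence ratio, % activation | control set = EC15 oxytocin alone as 0%, 75 nM oxytocin (EC100) as 100%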
M1 PAM: human M1 muscarinic receptor positive allosteric modulators, primary screen, CHO-K1 cells, Fluo-8 calcium fluorescence, 1536-well | Muscarinic acetylcholine receptor M1 (Homo sapiens), P11229 | CHO-K1 hM1, ACh EC20; 0% = ACh EC20, 100% = maximal ACh | activation, % at 3 µM | 0.088% of 360,000 active; in the data active = activation above about 19%, passing the limit was not always enough
M1 antag: human M1 muscarinic receptor antagonists, primary screen, CHO-K1 cells, Fluo-8 calcium fluorescence, 1536-well; inhibition, % at 3 µM; CHO-K1 hM1, ACh EC80 antagonist; AID 588852, 2011; Muscarinic acetylcholine receptor M1 (Homo sapiens), P11229; 1.3% of 360,000 active;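 active = percent inhibition above its own plate's cutoff, namely the mean of that plate's compound wells plus 3 SD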;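 also: peak over basal fluorescence ratio during 140 s after agonist addition; 0% = ACh EC80 plus DMSO and 100% = DMSO alone without agonist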
TAAR1 ag: human TAAR1 agonists, primary screen, Fluo-8 calcium fluorescence, CHO RD-HGA16 cells. activation, % at 3 µM. vehicle wells 0%, saturating PEA agonist 100%. Trace amine-associated receptor 1 (Homo sapiens), Q96RJ0. 0.99% of 360,000 active. AID 624467, 2012;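 active = activation above the mean activation of all test compounds in the run plus 3 SD, cut at about 38% in these data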
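Repeats: no replicates (n 1) | Material: CHO-derived RD-HGA16 cells with stable Gα16 and human TAAR1 | Technique: Kinetic Fluo-8 calcium fluorescence | Schedule: 17-24 h seeding, 75 min 37 °C dye, 30 min RT | Evaluation: % activation from peak over basal fluorescence ratio, DMSO-to-PEA scaled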
CHO parental Ca: ATP-evoked calcium signal inhibitors, parental CHO, primary screen, counter-screen for OX1R antagonist project, cell-based, fluorescence, Fluo-8 calcium dye | AID 463079, 2010 | 0.63% of 330,000 active | inhibition, % at 5.6 µM | parental CHO-K1, ATP-induced calcium, Fluo-8 fluorescence;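 active = inhibition above that plate's mean sample inhibition plus 3 SD, cut at about 26% in these data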;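 also: 0% = ATP-challenged DMSO wells and 100% = DMSO wells without ATP; some compounds past the cut are filed as inactive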
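Assay system: parental CHO cells; Read-out basis: percent inhibition of ATP-evoked calcium rise, normalized to controls; Benchmarks: ATP and no-ATP DMSO wells; Compound dosing: single nominal dose of 5.6 µM per compound; Signal: Fluo-8 calcium dye fluorescence; Also added: ATP as calcium-mobilizing challenge; Repeats: singlicate.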
V1R ag counter: agonists of human V1a receptor, primary screen, counter-screen for OXTR agonist project, fluorescence, CHO-V1R cells; Vasopressin V1a receptor (Homo sapiens), P37288; Fluo-8 calcium fluorescence, agonist mode; 0% DMSO, 100% 3 nM vasopressin; activation, % at 3 µM; 0.25% of 320,000 active;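 active = activation above the mean activation of all tested compounds plus 3 SD, per screening run, cut at about 20% in these data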;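 also: signal is peak over basal fluorescence ratio across a 100 second FLIPR read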
CHRM1 agonist: human M1 muscarinic receptor agonists, primary screen, Fluo-8 calcium fluorescence, CHO-K1 cells, HTS; Muscarinic acetylcholine receptor M1 (Homo sapiens), P11229; CHO-K1 hM1, agonist mode; 0% DMSO, 100% acetylcholine EC100; activation, % at 3 µM; 0.33% of 360,000 active;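 active = activation above the run's mean compound activation plus 3 SD, cut at about 16% in these data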;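 also: peak over basal fluorescence ratio within a 140 s kinetic read after compound addition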
OXTR agonist: human OXTR agonists, primary screen, fluorescence, CHO-OTR cells, Fluo-8 calcium; Oxytocin receptor (Homo sapiens), P30559; 0.32% of 320,000 active; Fluo-8 calcium fluorescence; normalized: DMSO 0%, oxytocin 100%; activation, % at 3 µM;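 active = activation above the mean of all tested compounds plus 3 SD, cutoff set per screening run, cut at about 20% in these data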;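 also: peak over basal fluorescence ratio from a 100 s FLIPR kinetic read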
Starred values were filed as active, the others as inactive; . = no result given.

Structure,TAAR1 antagonist,OXTR potentiate,M1 PAM,M1 antag,TAAR1 ag,CHO parental Ca,V1R ag counter,CHRM1 agonist,OXTR agonist
COC1C=CC=C(C)C(=O)NC2=CC(=O)C(N)=C(CC(C)CC(OC)C(O)C(C)C=C(C)C1OC(N)=O)C2=O (stereo not given),-9,.,-2,-5,1,.,.,-3,.
Cc1cc(C(F)(F)F)nc(SCC(=O)Nc2ccccc2)n1,2,2,9,-7,6,-4,0.7,-6,0.5
Cc1nc2scc(-c3ccccc3)c2c(=O)n1/N=C/c1ccco1,9,-10,5,0,15,4,-1.0,0,-1.5
CC1(C)C=Cc2c(ccc(-c3coc4cc(O)ccc4c3=O)c2O)O1,.,-1,.,.,.,-8,0.3,.,1.0
Cc1cccc(NC(=O)CS(=O)(=O)c2cn(C)c3ccccc23)c1,-19,-2,23,-8,3,-19,0.0,3,-0.2
Cc1ccc(C)c(NC(=O)c2cnc3n(c2=O)CCS3)c1,4,-11,11,-7,2,-9,1.5,-1,0.6
Nc1cc(C(=O)OCC(=O)NNC(=O)c2ccccc2)ccc1Cl,-27,-6,9,-9,1,-4,0.2,0,0.4
COc1ccc2cc(/C(C)=N/NC(=O)c3cc(-c4cccnc4)nc4ccccc34)ccc2c1,-17,-14,15,-10,-1,-8,0.0,-7,0.7
Cc1ccc(NC(=O)c2ncn[nH]2)cc1,-2,-5,11,-10,6,-3,0.2,-6,0.5
Cn1cc(CNC(=O)/C=C/c2ccc(Cl)cc2)cn1,25,4,4,-5,-1,-16,0.7,-3,-0.5
Cc1cc(Nc2ccc(C)c(C)c2)c2ccccc2n1,-10,-13,0,-12,22,-16,1.8,-7,1.0
CCCOc1ccc(C2NC(=O)NC2=O)cc1 (stereo not given),-5,-14,1,-19,18,6,0.8,-3,-0.1
COc1ccc(-c2csc(NC(=O)C3CSC4(C)CCC(=O)N34)n2)cc1 (stereo not given),-1,4,6,-7,9,-11,0.1,-3,0.2
COc1ccc(Oc2ccc(C(F)(F)F)cc2NC(=O)c2ccc(C)cc2)cc1,-7,-11,4,-13,2,-11,3.5,-1,4.8
CNS(=O)(=O)c1ccc(NC(=O)c2cc(-c3ccncc3)nc3ccc(Cl)cc23)cc1,2,-11,9,-11,1,7,-0.3,-3,0.2
Cc1nn(Cc2ccc(Cl)cc2Cl)c(C)c1NC(=O)CCl,-10,-12,5,-5,2,-14,-0.7,-5,-1.0
COC(=O)CN1C(=S)N(c2ccc(F)cc2)C(=O)C1CC(=O)Nc1ccccc1 (stereo not given),-5,3,6,-8,8,-16,1.2,-3,2.6
COc1ccc(CN2CCN(Cc3nc4ccccc4s3)CC2CCO)c(C)c1C (stereo not given),-19,-12,-10,0,7,-8,2.7,-9,2.9
Cc1ccc(NCCC(=O)c2cccc([N+](=O)[O-])c2)c(C)c1,11,-9,2,-5,5,-14,-1.1,-8,-1.5
O=C(Nc1ccc(F)c(Cl)c1)c1cc(C2CCCN(S(=O)(=O)c3cccs3)C2)on1 (stereo not given),10,.,-4,-2,3,.,.,-4,.
COCc1nnc(NS(=O)(=O)c2ccc(Br)cc2)s1,-8,-13,4,-4,8,3,0.5,-3,-1.0
Cc1cccc(NC(=O)CCC(=O)N2CCOCC2)n1,-16,2,6,-12,0,-7,0.6,-1,1.3
COc1ccc(/C=C(\NC(=O)c2ccc(OCC(C)C)cc2)C(=O)OCc2ccco2)cc1,-2,-1,0,-7,0,-14,0.4,-8,0.1
CCC(CC)c1nnc(NC(=O)CS(=O)(=O)Cc2ccccc2)s1,-10,-20,-1,-1,17,-13,2.8,-3,1.0
CC1CCN(C(=O)c2ncn3c2c(=O)[nH]c2ccccc23)CC1,-4,.,10,-17,2,.,.,-2,.
CC(=O)c1ccc(NC(=O)CCCN2C(=O)COc3ccc(C)cc32)cc1,3,-4,-1,4,6,-17,5.0,-3,3.3
N#Cc1ccccc1S(=O)(=O)N1CCN(C(=O)Cc2n[nH]c(=O)c3ccccc23)CC1,-28,2,3,3,2,-4,1.2,-5,-0.5
O=C(CNCCc1ccc(Cl)cc1)Nc1ccc(C(=O)N2CCCCC2)cc1,18,-16,3,-4,26,-7,11,0,9.9
COc1ccccc1N(C)S(=O)(=O)c1ccc(C(=O)OCC(=O)NCc2ccco2)cc1,41,-16,-11,23,26,-13,3.8,2,-0.1
C[C@@H](NC(=O)C1(c2ccccc2)CCN(C(=O)OC(C)(C)C)CC1)C(=O)N[C@@H](Cc1ccccc1)C(=O)O,-24,2,6,-8,2,-8,0.8,-2,0.8
O=C(Cn1nc(C(F)(F)F)c2c1CCCC2)NCc1ccco1,1,3,10,-21,-2,-11,0.0,-4,-0.5
COc1cccc(-c2cccc(NC(=O)C3CCN(CC4CCOC4)CC3)c2)c1 (stereo not given),-22,-14,4,-1,1,-14,-0.5,-6,-1.8
O=C(NCC(=O)N(c1cccc(F)c1)C(C(=O)NC1CCCC1)c1cccnc1)c1cccs1 (stereo not given),-2,-8,7,-8,8,-22,-0.1,-1,-0.8
CC1(C)Cc2c(cnn2-c2ccc(F)cc2)C(NC(=O)c2ccoc2)C1 (stereo not given),-17,-1,15,-11,-1,-18,-0.4,1,-1.2
COc1ccccc1-n1c(CCC(=O)O)ccc1-c1ccccc1,-8,-8,0,5,0,-11,0.5,-6,-0.4
COC(=O)c1ccccc1N(C)S(C)(=O)=O,-1,0,3,3,3,-2,2.5,-3,0.2
COc1ccc(NS(=O)(=O)c2ccc(N3CCOCC3)c(NC(=O)/C=C/C(=O)O)c2)cc1,-3,.,-3,6,-1,.,.,1,.
CC(=O)Nc1ccc(NC(=O)C(C)OC(=O)/C=C/c2cccs2)cc1 (stereo not given),-4,2,3,1,2,-4,1.6,-6,0.9
Cc1noc(NS(=O)(=O)c2ccc(N/C=C/C(=O)c3cccnc3)cc2)c1C,5,-5,19,-11,6,8,0.4,7,0.7
CCOC(=O)C1CCN(c2cc(=O)n(-c3ccccc3Cl)c(=O)[nH]2)CC1,19,3,12,-9,6,2,-0.9,-1,0.8
N#Cc1ccc2[nH]c(CO)c(-c3ccccc3)c2c1,19,-11,3,4,8,-20,5.7,-2,5.8
CCC(=O)NC(=S)Nc1cccc(NC(=O)CC)c1,9,2,0,-25,0,-13,-0.1,-2,0.7
Cn1cccc1C(=O)Nc1ccc(N2CCOCC2)cc1,13,-9,13,-7,4,-3,0.7,-1,1.2
COc1ccc(NCN2C(=O)C3C4C=CC(C4)C3C2=O)cc1 (stereo not given),11,-3,4,-4,9,-4,0.0,-4,0.6
O=C(CN1C(=O)c2cccnc2Oc2ccc(Cl)cc21)NC1CCCCC1,-18,-9,18,-18,2,-21,0.0,0,-1.6
O=C(NCCc1ccc2c(c1)OCCO2)c1ccccn1,3,-10,-1,7,2,-9,6.0,-3,3.9
Cc1ccc(N(C(=O)Cn2nnc3ccccc32)C(C(=O)NCc2ccco2)c2cccnc2)cc1 (stereo not given),3,-3,-2,16,16,-21,0.5,-1,0.8
Cc1ccccc1-n1c(Cn2c(=O)sc3ccccc32)nnc1SCC(=O)NCC1CCCO1 (stereo not given),-9,1,-3,10,0,3,-1.2,-3,-0.5
Cc1ccc2c(c1)-c1ccccc1S(=O)(=O)N2,2,5,8,-3,6,-1,0.1,-3,0.0
Cc1nc2cc(NC(=O)N3CC4(C)CC3CC(C)(C)C4)ccc2n1C (stereo not given),-4,3,3,1,-1,-4,0.7,-6,0.0

Single records, as listed above. Values in the order: TAAR1 antagonist, OXTR potentiate, M1 PAM, M1 antag, TAAR1 ag, CHO parental Ca, V1R ag counter, CHRM1 agonist, OXTR agonist
N#Cc1ccc2[nH]c(CO)c(-c3ccccc3)c2c1 as listed: 19, -11, 3, 4, 8, -20, 5.7, -2, 5.8
O=C(NCC(=O)N(c1cccc(F)c1)C(C(=O)NC1CCCC1)c1cccnc1)c1cccs1 (stereo not given) as listed: -2, -8, 7, -8, 8, -22, -0.1, -1, -0.8

The list goes on:
Structure,TAAR1 antagonist,OXTR potentiate,M1 PAM,M1 antag,TAAR1 ag,CHO parental Ca,V1R ag counter,CHRM1 agonist,OXTR agonist
COc1ccc(-n2cnnc2SCC(=O)Nc2cccc([N+](=O)[O-])c2)cc1,-11,-6,4,0,3,3,-0.2,-9,0.2
CCCC(=NCC(=O)O)C1=C(O)C(C(=O)OC)C(C)(C)CC1=O (stereo not given),-9,-7,4,-8,5,-13,1.7,-3,-0.7
O=S1(=O)NC(=NCc2ccco2)c2ccccc21,-6,-5,9,-7,16,-6,1.0,-7,0.3
COc1cccc(NS(=O)(=O)c2cc3c4c(c2)CCC(=O)N4CCC3)c1,19,-10,1,-1,4,-9,4.1,0,5.9
O=C(c1ccc(S(=O)(=O)Nc2ccccc2F)cc1)N1CCC1,0,-9,11,-20,0,-8,1.4,-7,1.7
CCCS(=O)(=O)N1CCCC(C(=O)NCCN2CCOCC2)C1 (stereo not given),-8,-25,13,-23,6,-1,1.2,-2,0.2
COc1ccc(S(=O)(=O)N2CCC(NC(=O)OCc3c(Cl)cccc3Cl)CC2)cc1,6,-6,-3,8,2,-17,2.0,-3,-0.5
COc1cc(C(=O)OCCc2cc3ccccc3c(=O)o2)cc(OC)c1OC,65*,-6,-5,5,9,-23,1.5,-4,1.0
CC1(OC(=O)CCc2ccccc2)C(=O)C=C2C=C(c3ccc(C#N)cc3)N(Cc3ccccc3)C=C2C1=O (stereo not given),20,-1,3,0,8,-12,0.1,-6,-0.4
Nc1ccn(-c2ncc(C(F)(F)F)cc2Cl)c(=O)n1,-13,-14,12,-15,-1,-7,0.1,0,-1.4
